Assay outcomes: PubChem, Broad Institute
INS-1E GSIS act – primary screen for activators of insulin secretion dependent on glucose, INS-1E cells, GLuc reporter luminescence; INS-1E GLuc reporter insulin secretion, 2-3 h; activation, % at 16.6 µM; actives 0.61% (n = 370,000); AID 743287;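 active means lowest replicate activation of at least 40%, so every replicate reaches that level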;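 further: 0% = median of neutral control wells and 100% = median of IBMX positive control wells; some compounds called inactive have numbers as strong as hits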
FN deposition inh – fibronectin deposition inhibition; AH1F fibroblasts, Alexa488-fibronectin deposition fluorescence, overnight; inhibition, % at 12.6 µM; actives 0.086% (n = 350,000); AID 743247;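 active means mean inhibition across replicates of 30% or more, regardless of how many single replicates reach that level; inconclusive means mean under 30% yet at least half of replicates reach 30%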;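 further: positive control wells lacked labelled fibronectin entirely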
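Test system: AH1F fibroblast monolayer depositing Alexa488-labelled fibronectin into matrix. Input: 10000 cells per well. Technique: fluorescence, ex 485 nm, em 525 nm. Buffer or medium: DMEM plus 2% serum, read in PBS. Timing: 1 h cell adhesion before compound, then overnight fibronectin incubation. Compound: single dose, pinned. Read-out basis: inhibition from reduced deposited-fibronectin fluorescence.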
miR122 inh – blocks miR-122 activity in Huh7 sensor cells | AID 602342 | actives 0.3% (n = 340,000) | activation (reporter increase), % at 12.5 µM | Huh7 miR-122 Renilla luciferase sensor, 48 h; neutral wells = 0, positive control = 100;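 active means mean replicate activation score at least 90 and every replicate individually at or above 90; inconclusive means only one of the two criteria met; inactive means neither criterion met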;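 further: higher luciferase means less miR-122 activity so hits act as miR-122 inhibitors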
F508del corr – correctors of CFTR F508del function in bronchial epithelial cells | CFBE cells, YFP halide quenching; stimulated with forskolin plus potentiator P3; % fluorescence drop versus neutral controls | activity (quench increase), % at 7.58 µM | AID 720511 | actives 0.36% (n = 350,000);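 active means mean added fluorescence quench of at least 8% versus neutral control, with both replicates also reaching 8%; inconclusive means only one of the mean or replicate conditions met; inactive means mean below 8% and not both replicates reaching 8%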;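 further: cells transiently co-express mutant CFTR-F508del with the halide-sensitive YFP; corrector assay measuring rescue of mutant channel to the surface after 24 h compound exposure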
DENV2 CPE – DENV2-induced cell death inhibition. DENV2-infected cells, cytopathic effect rescue, plate reader. AID 651640. actives 1.7% (n = 350,000). CPE inhibition, % at 9.99 µM; in the data active means CPE inhibition above about 20%, passing the limit was not always enough; inconclusive means no clear call, values can overlap the other calls; tested in BHK-21 cells;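 further: 0% = median of neutral control wells and 100% = median of positive control wells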
EWS-Fli inh – EWS/Fli transcriptional activity inhibition; AID 651661; actives 0.67% (n = 350,000); inhibition, % at 12.6 µM; A673 NR0B1-luciferase reporter, viability-normalised;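 active means mean inhibition of at least 50% after viability correction, with every replicate also passing that limit; inconclusive means mean reaches 50% but only one of two replicates passes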;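 further: firefly luciferase signal divided by Alamar Blue viability fluorescence both relative to DMSO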
PAX8 inh HTS – inhibitors of PAX8 transcriptional activity in RMG-I cells | actives 1.2% (n = 360,000) | RMG-I TPO-luciferase reporter, SteadyGlo, 24 h | AID 652154 | inhibition, % at 12.6 µM;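 active means mean replicate inhibition at least 60% with every replicate also reaching 60%; inconclusive means only one of the two criteria is met; inactive means mean below 60% and not all replicates reaching 60%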;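 further: luciferase light reporting Pax8 driven TPO promoter activity; plate controls were median of neutral control wells for no effect and mitoxantrone controls for full effect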
Starred values were filed as active, the others as inactive; ? = inconclusive; / = not tested or not shown; & = joins results of further samples; [ ] = remark or other dose.

structure	INS-1E GSIS act	FN deposition inh	miR122 inh	F508del corr	DENV2 CPE	EWS-Fli inh	PAX8 inh HTS
C[C@H]1CN([C@@H](C)CO)C(=O)c2cc(-c3ccc(F)cc3)cnc2O[C@@H]1CN(C)Cc1ccc(C(=O)O)cc1	15	/	-2[16.7 µM]	3.2	5	-8	/
O=S1(=O)CCN2C=C(Cl)C=C(Cl)C2=N1	11	-6	3	-0.7	-5	2	3
COc1ccc(OC(C)C(=O)Nc2cccc(F)c2)cc1 (centres undefined)	-6	9	0	-1.2	-1	-9	13
CC(=O)CCC(=O)OCC(=O)c1ccc(C(F)(F)F)cc1	7	0	0	0.0	-4	4	-12
CN(C)C(=O)C[C@H]1CC[C@@H]2[C@H](COC[C@@H](O)CN2C(=O)C2CCOCC2)O1	8	-1	-1[16.7 µM]	1.3	-4	-1	-10
COc1ccc(S(=O)(=O)N(C)C[C@@H]2Oc3ccc(NC(=O)Cc4ccccc4)cc3CC(=O)N([C@H](C)CO)C[C@H]2C)cc1	/	11	-3[16.7 µM]	-2.5	17	-4	10
O=S(=O)(N[C@@H]1CC[C@H](CCn2cc(Cc3ccccc3)nn2)O[C@@H]1CO)c1ccccc1F	-5	-16	/	3.9	-3	/	/
CCOC(=O)c1ccc(C(=O)NNC(=O)C2CC=CCC2)cc1 (centres undefined)	6	1	0	0.8	7	-15	11
O=C(Cc1ccccc1)NC1(Cc2ccc(O)cc2)CCCCC1	-1	0	5	-0.9	8	17	3
Cc1ccc(NCC(O)C(O)C(O)CO)c(N=Nc2ccccc2)c1C (centres undefined)	-10	-1	3	1.9	-13	-21	-9
C[C@H]1CCCCO[C@@H](CN(C)Cc2ccc(C(F)(F)F)cc2)[C@@H](C)CN([C@@H](C)CO)C(=O)c2cc(NS(=O)(=O)c3ccc(Cl)cc3)ccc2O1	-3	4	8[16.7 µM]	2.2	?	0	102*
N#CCCN1CCN(Cc2ccccc2)CCC1=O	17	5	-11	2.0	15	-14	-10
COc1ccc(Cl)cc1Nc1nc(-c2sc(NC(=O)CC(C)C)nc2C)cs1	-1	-6	-3	6.3	1	4	8
COc1ccc(-c2csc(NC(=O)c3c(C)noc3C)n2)cc1OC	18	/	-6	0.0	-9	-2	-5
CC(=O)Nc1ccc2oc(-c3cc(F)c(F)cc3Cl)nc2c1	7	5	-1	/	/	/	-110
O=C(Nc1ccncc1)c1ccc2c(c1)S(=O)(=O)c1ccccc1C2=O	5	12	1	0.5	53*	11	12
CCOc1ccc(NC(=O)CN2CCN(CC(=O)Nc3ccccc3OC)CC2)cc1	-16	-2	-5	-1.9	-7	9	25
C[C@H](O)c1[nH]c2cc(F)ccc2c1[C@H](C)O	-13	14	/	-0.9	?	-2	15
C[C@H]1CN([C@@H](C)CO)C(=O)c2cccc(NC(=O)C3CCCCC3)c2O[C@H]1CN(C)Cc1ccc(Oc2ccccc2)cc1	-32	/	1[16.7 µM]	3.2	17	23	/
CCC(C)NC(=O)CN(c1cc(Cl)cc(Cl)c1)S(C)(=O)=O (centres undefined)	-2	8	/	0.5	-10	10	2
CC(C)NC(=O)Nc1ccc2c(c1)C(=O)N([C@H](C)CO)C[C@H](C)[C@H](CN(C)Cc1ccc3c(c1)OCO3)O2	19	1	-3[16.7 µM]	1.7	?	6	-11
CSc1ncc(Cl)c(C(=O)Nc2cccc(Cl)c2)n1	2	-9	8	5.2	-7	6	7
Cc1ccc(S(=O)(=O)Nc2ccc3c(c2)C(=O)N([C@@H](C)CO)C[C@@H](C)[C@@H](CN(C)C(=O)Nc2ccc(F)cc2)OCCCC[C@@H](C)O3)cc1	-10	-9	1[16.7 µM]	-2.4	3	7	-4
COC(=O)c1ccccc1NC(=O)CN1CCCCC1	3	22	29	0.6	5	4	16
CCOC(=O)Cc1csc(NC(=O)CSc2cc(Cl)ccc2Cl)n1	6	-3	/	-0.6	7	18	-10
Cc1cc(C)c2nc(-c3cccnc3)cc(C(=O)NC(C)c3cnn(C)c3C)c2c1 (centres undefined)	0	1	1	-2.4	-4	-1	-7
CCCNC(=O)CNC(=S)N(Cc1cc(OC)c(OC)c(OC)c1)C1CCCC1	4	-6	-5	2.9	-7	0	1
CC(=NCc1cccnc1)C1=C(O)c2ccccc2C1=O	/	-1	-12	/	/	/	-9
COc1ccc(OCc2cc(C(=O)NCCc3ccccc3)no2)c(Cl)c1	3	10	?	2.3	0	/	23
CCOC(=O)c1c(NC(=O)c2nn(CC)cc2Br)c(C#N)nn1-c1ccccc1	-11	-4	3	/	/	/	/
O=C(c1c[nH]c(C(=O)C(Cl)(Cl)Cl)c1)c1ccccc1Br	-1	/	/	/	1	-5	-5
C[C@H](CO)N1C[C@H](C)[C@@H](CN(C)C(=O)Nc2ccc3c(c2)OCO3)Oc2c(NC(=O)Nc3ccc(F)cc3)cccc2C1=O	-9	/	7[16.7 µM]	3.2	6	-11	/
COc1cc(/C=C/C(=O)Nc2nc3ccc(S(=O)(=O)NC(C)C)cc3s2)cc(OC)c1OC	10	-16	/	/	/	/	-5
CCCn1c(SC(C)C(=O)NC2CCCC(C)C2C)n[nH]c1=O (centres undefined)	7	-3	-3	1.1	-1	-5	19
C[C@@H]1CN([C@@H](C)CO)C(=O)CCCn2cc(nn2)CO[C@@H]1CN(C)C(=O)Nc1ccc2c(c1)OCCO2	3	-5	-5[16.7 µM]	0.7	/	-27	-75
COc1cnc(-c2ccccn2)nc1Oc1ccc(C(C)(C)C)cc1	-44	1	/	3.0	1	19	-8
Cc1noc(C)c1S(=O)(=O)N(C)C[C@@H]1Oc2ccc(NC(=O)CCCN(C)C)cc2C(=O)N([C@H](C)CO)C[C@@H]1C	0	/	4[16.7 µM]	-0.5	-8	-6	/
O=C(C[C@@H]1CC[C@@H](NC(=O)Cc2ccccn2)[C@@H](CO)O1)NCCc1ccncc1	13	-4	0[16.7 µM]	4.2	0	-1	-4
COc1ccc(C(C)(C)C)cc1NC(=O)CN1C(=O)C(=O)N(Cc2ccco2)C1=O	0	-1	/	-1.5	18	-4	-6
CC(=O)c1ccc(NS(=O)(=O)c2ccc3c(c2)N(C(C)=O)CCO3)cc1	12	8	/	-0.3	2	-3	-1
CCC(CC)c1nn2c(N)c(/C=C3\C=Nc4ccccc43)c(=O)nc2s1	/	3	-2	-0.8	2	-19	17
C[C@H](NC(=O)C[C@@H]1CC[C@@H](NC(=O)C2CCC2)[C@H](CO)O1)c1ccccc1	14	/	/	0.6	11	-4	0
O=C(c1ccccc1F)N1C[C@H]2O[C@@H](CNS(=O)(=O)c3ccccc3)CC[C@H]21	/	/	/	-0.8	0	-3	-7
C[C@@H]1CN([C@H](C)CO)C(=O)c2cccc(NS(C)(=O)=O)c2O[C@H]1CN(C)S(=O)(=O)c1cccs1	9	-8	0[16.7 µM]	-0.7	12	0	/
COC(=O)Cn1c(O)c(N=NC(=O)c2ccc3c(c2)OCO3)c2ccccc21	-2	0	5	-1.6	2	-15	-11
COc1ccc(CN(C)C[C@@H]2Oc3ccc(NC(=O)c4ccncc4)cc3C(=O)N([C@@H](C)CO)C[C@H]2C)cc1	-2	/	6[16.7 µM]	0.4	0	-2	-11
CO[C@H]1CN(C)C(=O)c2ccc(NC(=O)c3cccc(F)c3)cc2OC[C@@H](C)N(CC2CC2)C[C@H]1C	/	-9	/	-1.6	2	-9	2
Cc1cc2cc(CNC(=O)c3ccc(S(=O)(=O)N4CCCCC4)cc3)ccc2n1C	/	3	2	2.9	-12	9	4
CCc1cc(SC#N)cc(C)c1N	-6	-2	/	1.2	3	0	0
CCOC(=O)N/N=C\C=C\c1ccco1	5	3	/	-0.4	1	-18	-11

Next compounds
structure	INS-1E GSIS act	FN deposition inh	miR122 inh	F508del corr	DENV2 CPE	EWS-Fli inh	PAX8 inh HTS
COc1ccccc1/C=N/NC(=O)COCC(=O)N/N=C/c1ccccc1OC	-57	-3	2	0.0	10	-1	-4
O=C(C[C@@H]1CC[C@@H]2[C@H](COC[C@H](O)CN2Cc2cc(F)ccc2F)O1)N[C@@H]1CCN(Cc2ccccc2)C1	0	-1	-7[16.7 µM]	0.5	-1	14	-3
O=c1[nH]c2ccccc2nc1/C=C(\O)C(F)F	16	7	16	/	/	/	15
CCOC(=O)Cc1ccc2sc(-c3ccccc3)nc2c1	-13	-4	-4	/	/	/	-102
CN(C)C(=O)C[C@H]1CC[C@@H](NS(=O)(=O)c2ccccc2)[C@@H](CO)O1	0	-7	6[16.7 µM]	-1.3	0	3	6
O=C(NCCc1ccccc1)C1Cc2c(-c3ccccc3)ccnc2O1 (centres undefined)	-20	-7	-3	1.5	-3	-1	-7
COc1ccc(Cl)cc1C(=O)NNC(=O)CSc1nnc2ccccn12	/	-15	6	0.5	7	-3	2
Cc1ccc(S(=O)(=O)N2CCN(C(=O)COc3ccc(-c4nnco4)cc3)CC2)cc1	/	6	-9	/	/	/	-5
O=C(NCc1ccc(C(=O)O)cc1)OCc1ccccc1	4	6	/	-0.8	4	1	26
C=CCOC(=O)C1=C(C)NC(C)=C(C(=O)OCC=C)C1c1cn(-c2ccccc2)nc1-c1ccco1	27	6	/	/	-1	-7	-13
S=C(NCCCc1ccccc1)Nc1ccccc1Cl	-23	6	/	/	-6	3	-7
COc1ccc(N(C(=O)c2cccc(OC)c2OC)C2C=CS(=O)(=O)C2)cc1 (centres undefined)	-8	/	-3	2.6	5	6	/
O=C(Nc1ccccc1O)c1ccc2c(c1)C(=O)N(c1ccccc1)C2=O	14	2	-1	-1.1	8	-3	10
CC(C)(C)OC(=O)C[C@@H]1C/C=C\C[C@@H](CC(=O)NCCO)C(=O)N[C@H](Cc2ccccc2)COC1=O	2	-3	/	-0.4	-7	-3	7
O=C(COC(=O)CNS(=O)(=O)c1c(Cl)cccc1Cl)Nc1ccccc1Sc1ccccc1	/	0	-9	-1.9	?	8	-22
C[C@@H]1CCCCO[C@@H](CN(C)Cc2ccccc2)[C@H](C)CN([C@@H](C)CO)C(=O)c2cc(NS(=O)(=O)c3cn(C)cn3)ccc2O1	9	0	12[16.7 µM]	0.1	7	3	-41
CCOc1ccccc1N1CCN(C(=O)c2c(Cl)cnn2C)CC1	8	-2	/	1.0	9	/	11
CC(=O)NS(=O)(=O)c1ccc(N)cc1	/	2&-7	-3&-6	2.3&-0.8	11&-5	5&-2	16&7
COc1ccc(C(=O)NCCCN(C)CCCNC(=O)c2ccc(OC)cc2)cc1	/	14	/	3.5	6	2	-6
C=CCn1c(=O)c(C(=O)Nc2ncccc2C)c(O)c2ccccc21	15	-8	2	-1.2	16	-3	-17
Cc1cc(C)c2nc(-c3ccccn3)cc(C(=O)N3CCCC3)c2c1	-3	/	22	2.2	-4	/	45
CN=C1SC(CC(=O)Nc2ccccc2F)C(=O)N1/N=C/c1ccc(O)c(OC)c1 (centres undefined)	/	5	/	1.8	1	-4	-7
OC[C@H]1[C@H](c2ccc(C#Cc3ccccc3)cc2)[C@@H]2CN(CC3CCOCC3)CCCCN12	-15	/	-2[16.7 µM]	-0.1	-2	-34	-24
CS(=O)(=O)Nc1ccccc1C(=O)OCC(=O)NCc1cccs1	14	15	-8	-4.0	-3	-3	6
C[C@@H]1CCCCO[C@H](CN(C)Cc2ccc(C(=O)O)cc2)[C@H](C)CN([C@H](C)CO)C(=O)c2cc(NC(=O)Nc3cccc4ccccc34)ccc2O1	-8	/	2[16.7 µM]	0.0	-2	-11	26
COc1ccccc1C#Cc1ccc([C@H]2[C@H]3CN(C(=O)C4CCC4)CCCCN3[C@H]2CO)cc1	-12	17	-3[16.7 µM]	-1.3	/	12	-3
